Assay outcomes as filed in PubChem BioAssay.
Scp-1 inhibitor – blocks human Scp-1 phosphatase activity. Recombinant Scp1, phosphopeptide, malachite green phosphate absorbance. inhibition, % at 20 µM. 340,000 compounds, 0.88% hits. AID 493091;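 active = inhibition above about 50% at 20 µM, limit read from the data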;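 note: plate controls were DMSO wells with enzyme for no effect and wells lacking enzyme for full effect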
Target sequence (Q9GZU7 76-261 limits assumed): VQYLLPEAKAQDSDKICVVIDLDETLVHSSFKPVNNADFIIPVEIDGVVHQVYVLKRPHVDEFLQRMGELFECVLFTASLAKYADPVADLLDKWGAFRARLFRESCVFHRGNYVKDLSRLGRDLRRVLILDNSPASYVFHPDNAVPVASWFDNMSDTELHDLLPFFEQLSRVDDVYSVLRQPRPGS
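Incubation: 45 min enzyme reaction at room temperature / System: truncated SCP-1 phosphatase (76-261aa) / Reagent: Phospho 17-mer peptide substrate / Buffer or medium: Acidic Tris acetate buffer with magnesium and detergent / Signal: absorbance at 630 nm / Doses: one concentration, 20 µM, with 1.0% DMSO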
NadD block – NadD (S. aureus) enzyme inhibition; inhibition, % at 20 µM; 360,000 compounds, 0.78% hits; purified NadD enzyme, colorimetric absorbance read-out; in the data active = inhibition above about 26%; note: some compounds past the cut are filed as inactive
LMPTP block – blocks human LMPTP phosphatase; AID 651560; 360,000 compounds, 0.22% hits; inhibition, % at 20 µM; P24666; recombinant LMPTP-A, OMFP fluorogenic substrate, fluorescence intensity;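 active = compounds that cut the enzyme signal by at least half of the control window in the single-dose screen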;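 note: plate controls were DMSO wells with enzyme plus substrate for no effect and substrate without enzyme for full effect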
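Test system: LMPTP-A, protein tyrosine phosphatase of low molecular weight; Input: 0.625 nM enzyme; Incubation: 50 min dark incubation at room temperature; Signal: endpoint fluorescence intensity from OMFP dephosphorylation; Read-out basis: % inhibition versus control wells.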
CSN deneddyl inh – blocks human CSN-mediated cullin deneddylation. Purified CSN, SCF-Nedd8-OG deneddylation, fluorescence polarization. AID 651999. Q92905. 360,000 compounds, 0.38% hits. inhibition, % at 12.5 µM;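 active = pattern-corrected inhibition above about 35%, with an unprinted fluorescence ratio check between 0.5 and 1.5, limit read from the data, passing the limit was not always enough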;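 note: 0% = enzyme with substrate and 100% = substrate without enzyme; some results filed as inactive read as strong as hits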
Target sequence (Q92905 whole entry, looked up, one chain of several): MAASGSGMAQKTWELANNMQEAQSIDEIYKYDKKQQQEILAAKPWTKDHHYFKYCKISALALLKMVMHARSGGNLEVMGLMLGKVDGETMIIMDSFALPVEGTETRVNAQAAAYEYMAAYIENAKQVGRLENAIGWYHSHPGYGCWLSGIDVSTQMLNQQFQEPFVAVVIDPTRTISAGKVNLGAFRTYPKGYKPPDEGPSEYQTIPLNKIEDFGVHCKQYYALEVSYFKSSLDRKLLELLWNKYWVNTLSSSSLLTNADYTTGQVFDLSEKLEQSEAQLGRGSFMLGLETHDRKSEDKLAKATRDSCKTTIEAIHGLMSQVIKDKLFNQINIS
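Assay system: purified human Csn5 enzyme expressed in HEK293T cells; Input: 0.24 nM Csn5 enzyme, final concentration; Reagent: 10 nM SCFSkp2-Nedd8OG; Compound dosing: 12.5 µM single point; Times: reaction 90 min, room temperature; Technique: fluorescence polarization readout.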
MsrA inhibitor – inhibitors of bovine MsrA | purified bovine MsrA, absorbance read-out | inhibition, % at 15.5 µM | 360,000 compounds, 0.75% hits | AID 651718; in the data active = inhibition above about 4.5%;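 note: 0% = vehicle wells with enzyme and 100% = reference inhibitor wells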
Rpn11 block – inhibitors of human proteasome Rpn11; calls only at 20 µM; 360,000 compounds, 0.59% hits; AID 588493; human 26S proteasome, Ub4-pepOG fluorescence polarization; 20S core pre-blocked with epoxomicin;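 active = inhibition at 20 µM, scaled to each plate's controls, above about 33%, limit read from the data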
Target sequence (O00487 whole entry, looked up): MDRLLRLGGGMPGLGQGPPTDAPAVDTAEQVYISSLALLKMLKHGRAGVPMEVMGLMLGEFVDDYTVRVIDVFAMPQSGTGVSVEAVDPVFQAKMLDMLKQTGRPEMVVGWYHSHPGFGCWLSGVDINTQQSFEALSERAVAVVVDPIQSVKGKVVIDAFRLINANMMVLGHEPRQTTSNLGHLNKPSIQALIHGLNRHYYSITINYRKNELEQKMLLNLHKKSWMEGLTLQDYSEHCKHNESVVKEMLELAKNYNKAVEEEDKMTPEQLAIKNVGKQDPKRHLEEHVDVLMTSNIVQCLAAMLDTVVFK
TbMetRS inhib – blocks T. brucei methionyl-tRNA synthetase activity; purified T. brucei MetRS, ATP depletion, Kinase-Glo luminescence; inhibition, % at 11.9 µM; 360,000 compounds, 0.4% hits;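 active = inhibition above a per-plate cutoff of the control wells' mean inhibition plus 3 SD, cut at about 5.5% in these data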;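 note: 0% = DMSO wells median and 100% = median of wells with control inhibitor compound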
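System: purified T. brucei MetRS enzyme / Detection: Kinase-Glo luciferase luminescence reporting remaining unconsumed ATP / Medium: HEPES buffer with MgCl2, KCl, DTT, spermine, BSA, pyrophosphatase / Replication: singlicate, one well per compound / Evaluation: percent inhibition relative to median high and low control wells / Schedule: 2 h aminoacylation at 25 °C after 15 min preincubation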
SUMO1-SIM PPI – alters human SUMO1 binding to SIM partners; inhibition, % at 20 µM; 360,000 compounds, 0.33% hits; SUMO1 binding to a labelled peptide, TR-FRET, 1 h; in the data active = inhibition above about 37%
Target sequence (P63165 whole entry, looked up): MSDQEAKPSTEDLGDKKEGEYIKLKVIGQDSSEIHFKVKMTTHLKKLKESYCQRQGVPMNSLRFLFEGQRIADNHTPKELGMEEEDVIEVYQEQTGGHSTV
DNMT1 block – blocks human DNA methyltransferase DNMT1. AID 588458. P26358. 360,000 compounds, 0.83% hits. inhibition (reported as % activation of signal), % at 10 µM. DNMT1 molecular beacon, Hinp1I cleavage, fluorescence; in the data active = inhibition above about 50%
STEP block – STEP (human) phosphatase inhibition; P54829; recombinant STEP, OMFP fluorogenic substrate, fluorescence; inhibition, % at 20 µM; 360,000 compounds, 0.25% hits; AID 588621;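 active = inhibition at 20 µM, scaled per plate between control wells, above about 37%, limit read from the data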;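 note: 0% = DMSO with enzyme and substrate and 100% = substrate only without enzyme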
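Test system: STEP tyrosine phosphatase / Reagent: OMFP at 25 µM / Doses: 20 µM, 1% DMSO / Read-out: percent inhibition scaled to no-enzyme and uninhibited-enzyme controls, plate-pattern corrected / Detection: FITC-channel fluorescence of OMFP product / Medium: Bis-Tris buffer pH 6.0, 2.5 mM DTT, 0.005% Tween 20 / Schedule: 20 min at room temperature, dark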
* hit, by the source's call; i = inactive; x = not tested or not shown.

CSN deneddyl inh,TbMetRS inhib,LMPTP block,Scp-1 inhibitor,SUMO1-SIM PPI,MsrA inhibitor,Rpn11 block,NadD block,STEP block,DNMT1 block,molecule
-1,-0.7,-0.1,-1,-3,-0.7,i,11,-2,-6,CCOc1ccc(C2C(C#N)=C(N)Oc3n[nH]c(C)c32)cc1OC(=O)C1CC1 (stereo not drawn)
-4,-0.3,-0.6,2,-1,-0.3,i,3,1,10,COC(=O)c1ccccc1NC(=O)CCS(=O)(=O)c1cc2c(cc1C)NC(=O)CO2
-2,0.8,2.4,-11,0,0.5,i,-5,1,0,O=C(NCc1ccc(OC(F)(F)F)cc1)C1CC(c2c(Cl)cccc2Cl)=NO1 (stereo not drawn)
-4,-0.3,0.7,7,2,-0.5,i,9,1,3,COc1ccc(NC(=O)[C@@H]2CC=C[C@@H]3CCN(C4CCCCC4)C(=O)[C@@H]32)cc1
3,-1.1,-2.8,0,3,-0.7,i,-2,0,6,O=C(O)c1ccccc1-c1ccccc1C(=O)Nc1ccc(F)cc1
15,0.4,16,-11,-90,5.8*,i,-3,8,-10,O=[N+]([O-])c1ccc(Nc2ccccc2)c2nonc12
8,1.5,-1.2,5,-1,x,i,8,0,-1,CCOC(=O)C1=C(O)CCn2c1nc1ccccc12
-4,-1.9,-1.7,2,-14,1.8,i,-2,3,-1,O=C(N/N=C/c1cc2c(cc1Cl)OCO2)c1ccccn1
0,-1.4,-0.8,-11,-10,1.2,i,-1,0,-2,COC(=O)c1ccc(/C=N/N2CCN(Cc3ccccc3)CC2)cc1
5,-2.4,1.2,0,-1,1.9,i,0,-6,0,CCOC(=O)C1CCN(C(=O)CCNC(=O)c2cc(OC)c(OC)c(OC)c2)CC1
3,0.3,-1.0,-5,-3,0.0,i,-6,-2,3,CNC(=O)Nc1cc(NC(=O)NC)cc(C(F)(F)F)c1
1,-2.7,-0.6,x,2,-0.7,i,-3,0,0,CN(C)CC(=O)Nc1ccc2c(c1)[C@H]1C[C@H](CC(=O)NCc3ccc4c(c3)OCO4)O[C@H](CO)[C@H]1O2
0,-0.3,-1.6,-11,3,0.7,i,-3,0,0,O=C(CSc1nnc(-c2cccnc2)o1)NNC(=O)c1ccc(Br)cc1
2,0.5,-0.9,4,4,x,i,-3,-3,2,COc1ccc(NC(=O)N(Cc2cccnc2)Cc2ccccc2Cl)c(OC)c1
0,-0.4,0.5,-5,-7,1.0,i,4,-1,-6,COC(=O)[C@@]12CCCN1[C@H](c1ccc(-c3ccc(OC)cc3)c(OC)c1)[C@@H]1C(=O)N(C)C(=O)[C@@H]12
-1,-0.6,-1.4,-6,4,-1.0,i,-8,-2,-2,Cc1ccc(C)c(NC(=O)COC(=O)CSc2ccccc2)c1
3,-1.0,-1.2,7,-2,-0.1,i,-2,-1,0,CCCCNS(=O)(=O)c1ccc(NC(=O)c2cccs2)cc1
5,-0.2,0.2,5,-6,2.4,i,2,0,3,C(=NN1CCCCCC1)c1cccc2ccccc12
-3,-0.9,-0.9,-3,5,-0.5,i,-5,-2,1,O=C(CNS(=O)(=O)c1ccc(Br)s1)NCc1ccccc1
5,-0.4,-2.6,12,-5,2.5,i,3,0,11,CCN(CC)C(=O)CC(c1ccc(N(C)C)cc1)c1c(OC)cc(OC)c2ccc(=O)oc12 (stereo not drawn)
-2,2.1,-0.4,-1,2,-0.7,i,-3,-2,-1,O=C(CSC1=NC2(CCCCC2)N=C1c1ccccc1)Nc1ccc2c(c1)OCCO2
-1,-0.3,-0.8,-5,3,-0.6,i,4,-2,3,Cc1noc(C)c1COc1ccccc1C(=O)NNC(=O)c1ccccc1F
3,0.0,1.3,-9,-11,0.5,i,11,-2,-5,COCCn1c(C)cc(/C=C2/NC(=O)N(Cc3ccc(C)cc3)C2=O)c1C
3,-0.8,2.4,-16,-3,0.1,i,-4,0,6,COC(=O)Nc1ccc(S(=O)(=O)NC2CCS(=O)(=O)C2)cc1 (stereo not drawn)
6,0.0,0.2,-7,0,0.2,i,5,1,4,Cc1cccc(N2CCN(C(=O)CCNC(=O)Cn3ccc4ccccc4c3=O)CC2)c1C
13,0.1,0.8,2,-2,x,i,6,7,-10,O=C(/C(=C/c1ccc(Cl)cc1)c1nc2ccccc2[nH]1)c1cccs1
-2,-0.1,1.0,-1,-5,8.8*,i,6,0,2,COc1ccc(/C=N/n2c(C3CCCCC3)n[nH]c2=S)c(OC)c1
-3,0.2,0.1,x,2,0.1,i,-1,-5,-3,CN(CC1COc2ccccc2O1)C(=O)CCNS(=O)(=O)c1ccc(F)c(Cl)c1 (stereo not drawn)
55*,0.4,10,-1,-15,3.4,x,5,0,3,O=C1NC(=S)N(C(=O)c2ccc(F)cc2)/C1=C/c1ccccc1
-3,2.1,-0.7,0,6,0.7,i,-3,-3,1,Cc1cc(Nc2cccc(C)c2C)n2nc(C)nc2n1

2 successive entries from above, quoted:
CSN deneddyl inh,TbMetRS inhib,LMPTP block,Scp-1 inhibitor,SUMO1-SIM PPI,MsrA inhibitor,Rpn11 block,NadD block,STEP block,DNMT1 block,molecule
0,-1.4,-0.8,-11,-10,1.2,i,-1,0,-2,COC(=O)c1ccc(/C=N/N2CCN(Cc3ccccc3)CC2)cc1
5,-2.4,1.2,0,-1,1.9,i,0,-6,0,CCOC(=O)C1CCN(C(=O)CCNC(=O)c2cc(OC)c(OC)c(OC)c2)CC1

Quoted from the results shown (16 entries):
CSN deneddyl inh,TbMetRS inhib,LMPTP block,Scp-1 inhibitor,SUMO1-SIM PPI,MsrA inhibitor,Rpn11 block,NadD block,STEP block,DNMT1 block,molecule
0,-0.3,-1.6,-11,3,0.7,i,-3,0,0,O=C(CSc1nnc(-c2cccnc2)o1)NNC(=O)c1ccc(Br)cc1
2,0.5,-0.9,4,4,x,i,-3,-3,2,COc1ccc(NC(=O)N(Cc2cccnc2)Cc2ccccc2Cl)c(OC)c1
0,-0.4,0.5,-5,-7,1.0,i,4,-1,-6,COC(=O)[C@@]12CCCN1[C@H](c1ccc(-c3ccc(OC)cc3)c(OC)c1)[C@@H]1C(=O)N(C)C(=O)[C@@H]12
-1,-0.6,-1.4,-6,4,-1.0,i,-8,-2,-2,Cc1ccc(C)c(NC(=O)COC(=O)CSc2ccccc2)c1
3,-1.0,-1.2,7,-2,-0.1,i,-2,-1,0,CCCCNS(=O)(=O)c1ccc(NC(=O)c2cccs2)cc1
5,-0.2,0.2,5,-6,2.4,i,2,0,3,C(=NN1CCCCCC1)c1cccc2ccccc12
-3,-0.9,-0.9,-3,5,-0.5,i,-5,-2,1,O=C(CNS(=O)(=O)c1ccc(Br)s1)NCc1ccccc1
5,-0.4,-2.6,12,-5,2.5,i,3,0,11,CCN(CC)C(=O)CC(c1ccc(N(C)C)cc1)c1c(OC)cc(OC)c2ccc(=O)oc12 (stereo not drawn)
-2,2.1,-0.4,-1,2,-0.7,i,-3,-2,-1,O=C(CSC1=NC2(CCCCC2)N=C1c1ccccc1)Nc1ccc2c(c1)OCCO2
-1,-0.3,-0.8,-5,3,-0.6,i,4,-2,3,Cc1noc(C)c1COc1ccccc1C(=O)NNC(=O)c1ccccc1F
3,0.0,1.3,-9,-11,0.5,i,11,-2,-5,COCCn1c(C)cc(/C=C2/NC(=O)N(Cc3ccc(C)cc3)C2=O)c1C
3,-0.8,2.4,-16,-3,0.1,i,-4,0,6,COC(=O)Nc1ccc(S(=O)(=O)NC2CCS(=O)(=O)C2)cc1 (stereo not drawn)
6,0.0,0.2,-7,0,0.2,i,5,1,4,Cc1cccc(N2CCN(C(=O)CCNC(=O)Cn3ccc4ccccc4c3=O)CC2)c1C
13,0.1,0.8,2,-2,x,i,6,7,-10,O=C(/C(=C/c1ccc(Cl)cc1)c1nc2ccccc2[nH]1)c1cccs1
-2,-0.1,1.0,-1,-5,8.8*,i,6,0,2,COc1ccc(/C=N/n2c(C3CCCCC3)n[nH]c2=S)c(OC)c1
-3,0.2,0.1,x,2,0.1,i,-1,-5,-3,CN(CC1COc2ccccc2O1)C(=O)CCNS(=O)(=O)c1ccc(F)c(Cl)c1 (stereo not drawn)

Following part:
CSN deneddyl inh,TbMetRS inhib,LMPTP block,Scp-1 inhibitor,SUMO1-SIM PPI,MsrA inhibitor,Rpn11 block,NadD block,STEP block,DNMT1 block,molecule
-1,-0.4,0.4,2,-3,1.2,i,-3,1,0,CCn1c(SCC(=O)Nc2ccc(OC)cc2)nc2c(c1=O)SCC2
7,-0.1,2.9,-10,-3,-0.7,i,-3,6,0,CCOC(=O)c1c(NC(=O)c2ccccc2)sc2c1CCc1ccccc1-2
6,-1.1,-0.7,7,-1,-0.2,i,-8,-2,-18,COc1ccc(C(=O)Nc2ccc3oc(-c4cccc(F)c4)nc3c2)cc1OC
2,-0.8,-1.1,-1,2,0.1,i,-1,-1,1,Cc1cc(NC(=O)C2CC(=O)N(c3ccc(Cl)cc3)C2)no1 (stereo not drawn)
4,-0.6,2.4,17,-4,3.0,i,12,10,5,COc1ccc(-c2ccc3c(N)c(C(=O)c4cccc(OC)c4)sc3n2)cc1
-5,-0.2,0.5,x,4,-0.3,i,0,-2,-1,CCc1ccc(CN2CCC(n3nccc3NC(=O)c3ccccc3OC)CC2)o1
0,-1.3,3.2,15,-3,0.9,i,6,1,3,Cn1c(N)c(C(=O)COC(=O)CSc2cccc3cccc(Cl)c23)c(=O)n(C)c1=O
-2,-0.1,-1.1,-3,-1,1.4,i,3,1,-3,CCN1C[C@@H]2[C@@H]3C(=O)N(C)C(=O)[C@@H]3[C@](C)(C1=O)N2C(=O)c1ccccc1
-3,0.2,-1.6,-7,4,0.1,i,0,2,-3,CC(C)CCC1(C)NC(=O)N(CC(=O)NCC(=O)Nc2ccc(F)c(F)c2F)C1=O (stereo not drawn)
1,-0.2,0.2,-5,7,1.8,i,4,-3,2,Cc1ccccc1-c1nnc(NC(=O)c2ccc(N3C(=O)CCC3=O)cc2)s1
-2,-1.2,0.5,6,-2,1.2,i,-2,-1,1,CC(C)(C)OC(=O)CN1C(=O)NC2(CCCc3ccccc32)C1=O (stereo not drawn)
104,-0.1,65*,94*,0,-0.6,x,16,89*,83*,COc1ccc2cc3c(N)nn(C(=O)c4ccc(Cl)c([N+](=O)[O-])c4)c3nc2c1
